Assay outcomes: PubChem BioAssay, National Center for Advancing Translational Sciences (NCATS)
Vif-APOBEC3G blk – Vif-A3G binding inhibition | Potency, µM (series often up to 46.1 µM), for inactives: at the highest dose activity, negative = active, actives largely listed as inhibitors | HeLa A3G-eYFP + Vif (tagged APOBEC3G with the HIV-1 protein that degrades it), YFP fluorescence, overnight | Q9HC16 | AID 602310 | 410,000 tested, 0.076% active;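 also: potency is read from the fitted curve at half-maximal effect; % is scaled to controls: 0 for no effect and ±100 for the full control effect; nearly all actives have a fitted effect of over 60% in size; hits raise eYFP signal because A3G escapes Vif-driven loss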
Target sequence (Q9HC16 whole entry, looked up): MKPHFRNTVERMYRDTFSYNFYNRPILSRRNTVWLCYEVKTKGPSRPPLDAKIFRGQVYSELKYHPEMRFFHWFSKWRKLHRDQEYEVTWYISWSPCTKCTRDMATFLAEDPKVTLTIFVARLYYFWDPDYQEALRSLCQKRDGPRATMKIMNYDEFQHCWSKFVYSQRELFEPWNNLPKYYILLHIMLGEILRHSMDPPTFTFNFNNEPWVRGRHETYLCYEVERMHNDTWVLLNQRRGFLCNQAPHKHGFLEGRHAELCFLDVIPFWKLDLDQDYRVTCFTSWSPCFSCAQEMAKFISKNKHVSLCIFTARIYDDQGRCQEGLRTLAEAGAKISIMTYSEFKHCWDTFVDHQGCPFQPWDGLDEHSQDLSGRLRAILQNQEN
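Read-out is eYFP fluorescence (Ex 488/Em 500-530) from Vif-expressing HeLa A3G-eYFP cells; more signal means A3G escaped Vif-mediated degradation. Cells plated overnight, compound pinned in, incubated overnight at 37 deg C.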
LDHA inh – blocks human lactate dehydrogenase A. activity change, % (values are at about 110 or 230 µM). 480,000 tested, 0.15% active. purified LDHA, NADH/diaphorase-resazurin fluorescence; active compounds read low. AID 1347041. P00338; in the data active = activity change below about -30%; inconclusive = mostly about -25% to -30%;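 also: plate controls were DMSO wells for no effect and wells without enzyme for full effect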
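LDH5 2 nM; NADH 0.06 mM, pyruvate 0.2 mM; 200 mM Tris pH 7.4, EDTA, Tween-20; 5 min RT. Detection: diaphorase 0.133 mg/mL + resazurin 37 µM, fluorescence ex540/em590 at 0 and 20 min; normalized to enzyme-free and DMSO wells.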
Glioma ERSR ind – induces the endoplasmic reticulum stress response in human glioma cells. U87-MG GRP78 promoter luciferase reporter, 16 h. Potency, µM, for inactives: at the highest dose activation, usual class: activators. 420,000 tested, 0.02% active; also: potency is read from the fitted curve at half-maximal effect; series mostly up to about 76 µM; % of control where 0% means no effect; nearly all actives have a fitted effect of over 35% in size
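ERSR induction read as luciferase luminescence (Bright-Glo, 10 min at room temperature) in stably transfected human U87-MG glioma cells exposed to compounds for 16 h, using GRP78 as sensor.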
Vif-APOBEC3F blk – blocks the Vif interaction with APOBEC3F; HeLa A3F-eYFP + Vif (tagged APOBEC3F with the HIV-1 protein that degrades it), YFP fluorescence increase; Potency, µM (highest dose often 46.1 µM), inactives show top-dose activity, negative = active; 390,000 tested, 0.2% active; AID 602313; also: potency is read from the fitted curve at half-maximal effect; % of control where 0% means no effect; nearly all actives have a fitted effect of over 65% in size
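HeLa cells stably expressing Vif plus C-terminally eYFP-tagged A3F were seeded, incubated overnight at 37 deg C, dosed with compound, incubated overnight again at 37 deg C. Yellow fluorescence (Ex 488/Em 500-530) reported blocked Vif-mediated A3F-eYFP degradation.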
RGS4 inhibitor – inhibitors of human regulator of G protein signaling 4 | 390,000 tested, 0.039% active | Potency, µM (doses to about 114 µM), without a hit: top-dose activity change, negative = inhibition, actives largely listed as inhibitors | AID 504845 | Transcreener GDP fluorescence polarization, RGS4-accelerated GTP hydrolysis; also: potency is read from the fitted curve at half-maximal effect; % is scaled to controls: 0 for no effect and ±100 for the full control effect; nearly all actives have a fitted effect of over 75% in size; some results filed as inactive show a strong effect at the top dose
Target sequence (P49798 whole entry, looked up): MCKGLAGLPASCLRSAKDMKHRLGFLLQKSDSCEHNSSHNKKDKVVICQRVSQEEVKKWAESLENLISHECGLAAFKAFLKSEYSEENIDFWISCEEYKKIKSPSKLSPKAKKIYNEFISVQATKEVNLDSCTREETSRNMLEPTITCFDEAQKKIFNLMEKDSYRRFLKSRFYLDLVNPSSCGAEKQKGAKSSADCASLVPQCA
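MLSMR compounds (23 nl, pin-transferred) preincubated 10 min at room temperature with a 500nM (2x) first reagent, then RGS4 at 900nM (2x) plus Transcreener GDP mix added; fluorescence polarization (620/688 nm) read before and after 90 min at 30 °C.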
mIDH1 inhibitor – inhibitors of human mutant IDH1 R132H; Potency, µM (titrated, usually from 76.6 µM), for inactives: at the highest dose activity change, negative = inhibition, most hits filed as inhibitors; O75874; AID 602179; 390,000 tested, 0.093% active; IDH1-R132H enzyme, NADPH consumption, diaphorase/resazurin fluorescence; also: potency is read from the fitted curve at half-maximal effect; % is scaled to controls: 0 for no effect and ±100 for the full control effect; nearly all actives have a fitted effect of over 65% in size
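IDH1-R132H (0.5 ug/mL) preincubated 30 min with compound, then NADPH (0.016 mM) and alpha-KG (2 mM) added; 80 min at RT, pH 7.5. Remaining NADPH coupled via diaphorase/resazurin to fluorescence (540/590 nm); concentration-response curves normalized to no-enzyme control.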
TrxR1 inh – inhibitors of rat thioredoxin reductase 1 | O89049 | recombinant rTrxR1, NADPH fluorescence consumption, selenite substrate | Potency, µM (highest dose often 114 µM), without a hit: at the top dose activity change, negative = inhibition, actives largely listed as inhibitors | 390,000 tested, 1% active | AID 588453; also: potency is read from the fitted curve at half-maximal effect; % is scaled to controls: 0 for no effect and ±100 for the full control effect; nearly all actives have a fitted effect of over 65% in size
Target sequence (O89049 whole entry, looked up): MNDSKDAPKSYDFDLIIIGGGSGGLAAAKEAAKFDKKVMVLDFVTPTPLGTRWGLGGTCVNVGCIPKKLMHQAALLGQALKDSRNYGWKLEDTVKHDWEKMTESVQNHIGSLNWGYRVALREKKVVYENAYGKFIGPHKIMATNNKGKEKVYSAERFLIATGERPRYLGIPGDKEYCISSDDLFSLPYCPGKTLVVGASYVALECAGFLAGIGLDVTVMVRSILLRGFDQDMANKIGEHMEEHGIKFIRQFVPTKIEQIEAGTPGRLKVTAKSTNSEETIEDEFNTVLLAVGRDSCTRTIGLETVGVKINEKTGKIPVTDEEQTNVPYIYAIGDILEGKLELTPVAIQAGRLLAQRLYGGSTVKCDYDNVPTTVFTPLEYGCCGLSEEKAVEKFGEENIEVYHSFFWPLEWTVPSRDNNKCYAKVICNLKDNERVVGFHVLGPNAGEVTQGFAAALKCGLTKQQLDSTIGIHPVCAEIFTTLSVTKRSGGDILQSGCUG
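Rat TrxR1 (90 nM in the dispensed reagent) was pre-reduced with 400 uM NADPH for 5 min at room temperature, then incubated with compound for 15 min. After 400 uM selenite was added, NADPH fluorescence (Ex 340/Em 450 nm) was followed for 8 min.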
TrxR1 substrate – rat thioredoxin reductase 1 substrate activity; O89049; Potency, µM (highest dose often 114 µM), for the others: at the highest dose activity change, negative = substrate turnover; purified TrxR1 substrate turnover, NADPH consumption readout; 390,000 tested, 0.01% active; also: potency is read from the fitted curve at half-maximal effect; % is scaled to controls: 0 for no effect and ±100 for the full control effect; nearly all actives have a fitted effect of over 50% in size
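Rat TrxR1, dispensed at 90 nM, was prereduced with 400 uM NADPH (final) for 5 min at ~22 deg C, then incubated with compound 15 min before 400 uM selenite. A first-read NADPH fluorescence drop versus no-compound background flagged substrates.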
USP1-UAF1 inh – blocks the human USP1/UAF1 deubiquitinase complex | Potency, µM (series often up to 57.1 µM), for the others: top-dose activity change, negative = inhibition, most hits filed as inhibitors | recombinant USP1/UAF1, Ub-Rhodamine cleavage fluorescence | 390,000 tested, 0.23% active | O94782; also: potency is read from the fitted curve at half-maximal effect; % is scaled to controls: 0 for no effect and ±100 for the full control effect; nearly all actives have a fitted effect of over 60% in size; inactives centre near -12
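1 nM enzyme complex + cpd, 15 min RT; start with Ub-Rho 150nM final; kinetic fluorescence ex 480/em 540, 6 reads q60 s. Buffer 50mM HEPES pH 7.8, 0.5mM EDTA, 0.1 mg/ml BSA, 1mM TCEP, 0.01% Tween-20.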
Active calls of the source: *; ? = inconclusive; · = not tested or not shown; & = joins results of further samples; [ ] = another dose, or the depositor's remark. Unless noted, calls follow the shape of the dose curve; as a rule, active = well fitted curve in the direction sought with a large enough effect; inconclusive = small, poorly fitted or top-dose-only effect, or another doubt; inactive = no such curve, though single readings can be large; an effect the other way counts as inactive or inconclusive.

Results follow in this order: LDHA inh	Glioma ERSR ind	RGS4 inhibitor	mIDH1 inhibitor	Vif-APOBEC3G blk	TrxR1 substrate	USP1-UAF1 inh	TrxR1 inh	Vif-APOBEC3F blk
> Cn1c(=NC(=O)CCS(=O)(=O)c2ccccc2)sc2cc(F)ccc21
 : -3	-11%	-30%	-2%	1%	12%	-16%	?	11%
> Cn1c(=O)c2c(ncn2CC(=O)N/N=C/C=C/c2ccccc2[N+](=O)[O-])n(C)c1=O
 : -2	1%	10%	-6%	-3%	-4%[57.1 µM]	-3%	0%[57.1 µM]	-4%
> Oc1ccc(/C=N\Nc2nncc(-c3ccccc3)n2)cc1
 : -10	?	17%[11.4 µM]	-13%	11µM*	-13%	-5%	-12%	-14%
> CC(OC(=O)/C=C/c1cccs1)C(=O)NC1CCCCC1C (stereo not given)
 : -3	9%	28%	1%	-6%	-2%	-25%	-2%	0%
> CCC(C)NC(=O)CCC(=O)NNc1nc2ccccc2c2nc(C)nn12 (stereo not given)
 : 2&2	-2%&-2%	-2%&-4%	10%&2%	0%&-1%	9%	-20%&-8%	37%[activator]	-2%&4%
> Cc1nc(N2CCOCC2)c2c(C(=O)NCc3ccc(Cl)cc3)c(C)oc2n1
 : -1	-3%	-15%	11%	8%	-6%	-17%	3%	1%
> CSCCC(NC(=O)c1ccc(Cl)cc1Cl)C(=O)NCc1ccccn1 (stereo not given)
 : -2	-6%	6%	2%	0%	1%	-10%	-8%	4%
> C=CCN1c2ccccc2[C@]23C[C@@H](C(=O)OC)N(C(=O)NCCC)C2=NC(C(=O)OC)=C(C(=O)OC)[C@H]13
 : -9	-5%	14%	-4%	8%	-1%	-14%	19%	4%
> COc1ccc(C(=O)O/N=C(/c2cccs2)C(C)(C)C)cc1
 : 1	-2%	-6%	11%	1%	2%	-20%	24%	12%
> CSc1ccccc1C(=O)OCC(=O)NC1CC1
 : -10	-1%	·	0%	1%	·	-5%	·	1%
> CC(=O)c1ccc(NC(=O)CCc2c(C)nn(-c3ccc(N4CCOCC4)nn3)c2C)cc1
 : -3&-2	9%&0%	-88%[56.9 µM]	8%&-5%	0%&-2%	0%&6%[57.1 µM]	-16%&-2%	20%&14%[57.1 µM]	6%&9%
> Cc1ccc(C(OCC(O)CN2CCCCC2)c2ccccc2)cc1 (stereo not given)
 : -4	-4%	-10%	0%	1%	5%	-11%	11%	6%
> FC(F)(F)c1nnc(-c2ccccc2)nc1Sc1ccccc1
 : -2	-14%	12%[11.4 µM]	1%	-13%	3%[57.1 µM]	-25%	?	-22%
> CCOc1ccc(-n2ccn3c(CC(C)CC(=O)O)nnc3c2=O)cc1 (stereo not given)
 : 2	-4%	-4%	10%	-1%	-6%	-22%	-17%	-2%
> Cn1c(OCc2cccnc2)nc2c1c(=O)n(Cc1ccc(Br)cc1)c(=O)n2C
 : -4	-5%	-14%	-3%	1%	5%[57.1 µM]	-10%	-3%	3%
> CCC1(c2ccc(Cl)cc2)NC(=O)N(CC(=O)N2CCN(C(=O)c3ccco3)CC2)C1=O (stereo not given)
 : 0	-4%	-10%	1%	0%	12%	-15%	19%[57.1 µM]	3%
> CCOC(=O)c1sc2ncn(/N=C/c3cccnc3)c(=O)c2c1C
 : -4	-2%	-20%	4%	-3%	4%	-12%	6%	-13%
> COCC(C)NC(=O)c1cc(S(=O)(=O)N2CCCCC2)ccc1N1CCOCC1 (stereo not given)
 : 0	-4%	4%	-2%	-1%	-3%	-7%	3%	2%
> Cc1cc(C)cc(OCC(=O)Nc2nc(-c3ccccn3)cs2)c1
 : -8	-8%	-43%	-3%	-15%	3%[57.1 µM]	-22%	8%[57.1 µM]	?
> Cc1onc(-c2ccccc2Cl)c1C(=O)NCc1ccc(N2CCCC2=O)cc1
 : -2	-3%	-8%	2%	-1%	22%	0%	44%	-18%
> CC(C(=O)N1CCN(Cc2ccccc2)CC1)c1ccc([N+](=O)[O-])cc1 (stereo not given)
 : -11	-2%	5%	-2%	-1%	-4%	-1%	-5%	2%
> O=[N+]([O-])c1cccnc1N1CCC(c2cc(-c3ccc(Cl)cc3Cl)n[nH]2)CC1
 : 2	-4%	15%[11.4 µM]	3%	?	9%[57.1 µM]	-16%	10%	?
> O=C(NCCc1ccccc1)c1coc(=O)c(Br)c1
 : 4	-14%	6%	-13%	-25%	-16%[57.1 µM]	-23%	-13%[57.1 µM]	?
> COc1cc(CN2CCN(Cc3ccc(C)cc3)CC2)c([N+](=O)[O-])cc1OC
 : -1	-6%	-11%	5%	3%	-6%	-10%	6%	0%
> CCOC(=O)c1sc(N/N=C/c2ccc(N(C)C)cc2)nc1C
 : 0	1%	-25%	2%	-6%	2%	-18%	11%	3%
> CCOc1ccc(-n2c(SCC(=O)NCc3ccco3)nc3ccccc3c2=O)cc1
 : -1	-1%	-9%	0%	-13%	0%	-18%	3%	12%
> CCOC(=O)c1oc2nc(C)c3c(c2c1N)CC(C)(C)OC3
 : 2&15	-9%	-93%[56.9 µM]	7%	-7%	194%[activator]	-12%	42%[activator]	-3%
> O=C(c1cccc(C(F)(F)F)c1)N1CCC(O)(CS(=O)(=O)Cc2ccccc2Cl)CC1
 : -5	-2%	-7%	2%	-3%	5%[57.1 µM]	-20%	0%[57.1 µM]	1%
> Oc1csc(Cc2nc(-c3ccc4ccccc4c3)cs2)n1
 : 1	-5%	-35%	1%	-1%	3%[57.1 µM]	-8%	-34%[57.1 µM]	2%
> Cn1c(=O)n(C)c2cc([N+](=O)[O-])c(N3CCN(C(=O)c4ccccc4Cl)CC3)cc21
 : 0	-1%	1%	-2%	-3%	-4%	5%	11%	-10%
> CSCCC(NS(=O)(=O)c1ccccc1F)C(=O)N1CCCCCC1 (stereo not given)
 : 0	5%	19%	-5%	1%	-2%	-5%	7%	-12%
> Cc1nc2ccc(S(=O)(=O)N(C)CC(=O)NCc3ccc4c(c3)OCO4)cc2s1
 : -7	-2%	-6%	5%	-6%	0%	2%	11%	-3%
> COc1ccccc1/C=C/C(=O)NC1CC2CCC1C2 (stereo not given)
 : 0	1%	-1%	7%	-1%	6%	-6%	23%[2.29 µM]	-25%
> Cc1ccc(C(=O)Nc2ncccc2O)cc1S(=O)(=O)N1CCCCC1
 : 7	-4%	-2%	1%	1%	-3%	-3%	-1%	-14%
> Cc1ccccc1OC(=O)CSc1nnc(-c2ccc(F)cc2)o1
 : 1	-4%	-19%	8%	-1%	0%	-8%	7%	-1%
> Cc1nc(NC(=O)c2ccccc2)sc1-c1csc(NCc2ccccc2)n1
 : -6	0%	13%[11.4 µM]	1%	0%	-6%	-7%	12%[57.1 µM]	2%
> CC1Oc2ccccc2OC1(O)c1ccc2ccccc2n1 (stereo not given)
 : -5	-2%	5%	0%	0%	-3%[57.1 µM]	-18%	-12%[57.1 µM]	6%
> CCn1c(=O)n(CC(=O)Nc2ccc(F)cc2)c(=O)c2ccccc21
 : -11	-4%	14%	-4%	-2%	-7%	-8%	-2%	-11%
> FC(F)(F)c1ccc(Cl)c(-n2c(-c3cc(-c4ccco4)[nH]n3)n[nH]c2=S)c1
 : -4	0%	-20%	0%	-1%	3%[57.1 µM]	-9%	?	-8%
> CCN(C(=O)C1CCCN(c2nc(-c3ccc(OC)cc3)no2)C1)c1ccccc1F (stereo not given)
 : -4	-2%	26%	15%	3%	-1%	-20%	29%	-3%
> CCCCn1c(=O)[nH]c(=O)c2c1nc(-c1ccc3ccccc3c1)n2CC
 : 9&-5	-3%	-4%	1%	-2%	168%[activator]	-4%	15%	5%
> Cc1cc(C)cc(NC(=S)NCc2ccc3c(c2)OCO3)c1
 : -1	-1%	-23%	-8%	2%	-1%[57.1 µM]	-21%	5%[57.1 µM]	3%
> Cc1ccc(Cl)c(NC(=O)CN2C(=O)C(C)N(c3ccc(F)cc3)C2=O)c1Cl (stereo not given)
 : -4	-5%	·	-5%	3%	·	-3%	·	-9%
> COc1cccc2sc(Nc3nc(-c4ccncc4)cs3)nc12
 : -2	2%	-34%	10%	?	-10%[57.1 µM]	-3%	27%[57.1 µM]	-7%
> C#CCCOC(=O)N1C2=NC(C(=O)OC)=C(C(=O)OC)[C@@H]3N(C)c4ccc(OC)cc4[C@]23C[C@H]1C(=O)OC
 : 8	-4%	0%	-15%	-2%	2%[57.1 µM]	-19%	31%[activator][57.1 µM]	0%
> Cc1ccccc1NC(=O)C12CC3CCC1(C)C3(C)CO2 (stereo not given)
 : -7	-2%	-11%	4%	5%	-2%[57.1 µM]	-5%	11%[57.1 µM]	4%
> CCCCCC(C)NC(=S)NC(=O)c1cc(S(=O)(=O)N2CCOCC2)ccc1C (stereo not given)
 : 2	-4%	2%	4%	2%	-13%	-6%	2%[57.1 µM]	3%

Only part of the results is shown. The share of hits here may be higher or lower than overall.
